Screens as filed in PubChem BioAssay.
Pf growth 48h: P. falciparum growth inhibition at 48 hours (one generation) | 310,000 compounds, 5.9% hits | P. falciparum luciferase growth in erythrocytes, 48 h | Potency, µM (top dose mostly 28.7 µM), without a hit: at the highest dose activity change, negative = inhibition, usual class: inhibitors | AID 504832; note: potency is the fitted concentration of half-maximal effect; % is set by controls: 0 for no effect and ±100 for the full control effect
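Growth was read as firefly luciferase luminescence after a 48 h, 37 C, 5% CO2 exposure of compounds to reporter-bearing P. falciparum cultures (0.1% parasitemia, 2% hematocrit final) in Albumax-supplemented RPMI 1640.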
LmPK inh: inhibitors of Leishmania mexicana pyruvate kinase. Q27686. purified LmPK, Kinase-Glo ATP luminescence, 1 h. Potency, µM (doses to about 57.5 µM), inactives show top-dose activity change, negative = inhibition, hits mostly inhibitors. 290,000 compounds, 0.37% hits; note: potency is the fitted concentration of half-maximal effect; % is set by controls: 0 for no effect and ±100 for the full control effect
Target sequence (Q27686 whole entry, looked up): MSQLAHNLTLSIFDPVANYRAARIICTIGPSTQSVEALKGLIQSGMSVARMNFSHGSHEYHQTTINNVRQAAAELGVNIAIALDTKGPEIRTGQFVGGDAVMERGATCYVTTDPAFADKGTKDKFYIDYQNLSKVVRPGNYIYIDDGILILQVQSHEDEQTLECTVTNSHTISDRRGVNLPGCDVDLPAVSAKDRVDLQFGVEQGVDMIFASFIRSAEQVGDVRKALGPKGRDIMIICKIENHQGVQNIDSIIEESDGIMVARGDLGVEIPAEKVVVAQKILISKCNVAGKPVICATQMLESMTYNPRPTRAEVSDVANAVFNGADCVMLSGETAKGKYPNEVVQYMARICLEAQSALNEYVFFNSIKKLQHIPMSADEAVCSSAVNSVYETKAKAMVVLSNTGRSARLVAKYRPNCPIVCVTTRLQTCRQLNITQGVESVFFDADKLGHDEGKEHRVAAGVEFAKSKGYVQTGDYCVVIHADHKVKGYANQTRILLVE
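Kinase-Glo luminescence read after 1 h RT reaction of 0.1 nM LmPK with 0.5 mM PEP and 0.1 mM ADP. Activity scaled between uninhibited and enzyme-free controls.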
Shiga inhibitor: Shiga toxin inhibition; inhibition, % at 38.7 µM; Vero cells, Shiga toxin protein synthesis inhibition reporter; AID 2315; 290,000 compounds, 9.2% hits; in the data active = inhibition mostly above about 28%, no sharp cut-off; inactive = mostly below about 43%; note: 0% is about no effect
Tb PYK inh: inhibitors of Trypanosoma brucei pyruvate kinase; TbPYK enzyme, Kinase-Glo Plus ATP luminescence, 45 min; Potency, µM (doses to about 76.8 µM), for inactives: at the highest dose activity, negative = inhibition, hits mostly inhibitors; 410,000 compounds, 0.12% hits; note: potency is the fitted concentration of half-maximal effect; % is set by controls: 0 for no effect and ±100 for the full control effect; nearly all actives have a fitted effect of over 50% in size
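Quantitative HTS: titrated library compounds versus trypanosomal pyruvate kinase in TEA buffer (pH 7.2) containing KCl, MgCl2, BSA and Tween-20. Reactions were initiated with ADP, 130 uM final. Kinase-Glo Plus luminescence was read after 45 min at RT.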
Pf growth 96h: P. falciparum growth inhibition at 96 hour, primary screen for plastid delayed-death inhibitors | P. falciparum luciferase reporter growth, 96 h | 320,000 compounds, 6.9% hits | Potency, µM (top dose mostly 28.7 µM), for inactives: top-dose activity change, negative = inhibition, usual class: inhibitors; note: potency is the fitted concentration of half-maximal effect; % is set by controls: 0 for no effect and ±100 for the full control effect
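P. falciparum expressing integrated firefly luciferase grown in erythrocytes (2% hematocrit, 0.05% parasitemia final) with compounds for 96 hours at 37 C, 5% CO2. Growth inhibition read as loss of luminescence after adding luciferase detection reagent.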
HCV inhibitor: inhibitors of hepatitis C virus infection | Huh7.5.1 HCVcc-Cre infection, luciferase reporter, 44 h | Potency, µM (top dose mostly 41.8 µM), for the others: at the top dose activity change, negative = inhibition, usual class: inhibitors | 340,000 compounds, 3.4% hits; note: potency is the fitted concentration of half-maximal effect; % is set by controls: 0 for no effect and ±100 for the full control effect
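Cells (1,000/well) were plated 4 h before compound, then infected with HCVcc-Cre virus (~0.5 moi). After 44 h further culture, infection was read as luciferase luminescence following a 15 min substrate incubation at room temperature.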
CHX counter: counter-screen for Shiga toxin inhibitors: cycloheximide protein synthesis inhibition; cell reporter, cycloheximide protein synthesis inhibition counterscreen; max response, %; 300,000 compounds, 12% hits; in the data active = max response mostly above about 13%, no sharp cut-off; inactive = mostly below about 14%; note: read at 38.3 µM for the half of the compounds with a filed dose; 0% is about no effect
* = called active by the depositor; ? = inconclusive; . = no result given; & = joins results of further samples; [ ] = another dose, or the depositor's remark. Unless noted, calls come from the whole dose curve; as a rule, active = well fitted curve in the direction sought with a large enough effect; inconclusive = small, poorly fitted or top-dose-only effect, or another doubt; inactive = no such curve, though single readings can be large; an effect the other way counts as inactive or inconclusive. This is a random part of the collection, and some 24% of all compounds hit somewhere here.

1) O=C(Nc1cccc(F)c1)c1cc(S(=O)(=O)N2CCC(C(=O)O)CC2)ccc1F
2) COC(=O)/C(=C/c1ccco1)NC(=O)c1ccccc1
3) Cc1ccc(OCc2cc(C(=O)NCCn3cccn3)no2)cc1C
4) O=C(Nc1ccccc1C(=O)NC(Cc1ccccc1)C(=O)NC1CCCCC1)c1ccccc1 (stereo unspecified)
5) O=C(NCCCNC(=O)c1c(F)cccc1F)c1c(F)cccc1F
6) COc1cc(/C=N/NC(=O)C2=NNC(=O)C2C)ccc1O (stereo unspecified)
7) O=C(CSc1ccccc1)NN1C(=O)c2ccccc2C1=O
8) COc1ccc(NC(=O)C2CCCN(S(=O)(=O)c3ccc4[nH]c(=O)ccc4c3)C2)cc1OC (stereo unspecified)
9) COc1ccc(-c2nc(CS(=O)CC(=O)NCC3CCCO3)c(C)o2)cc1 (stereo unspecified)
10) COc1ccc(CNC(=O)C2CC(c3ccccc3[N+](=O)[O-])=NO2)cc1 (stereo unspecified)

screen / no. | 1 | 2 | 3 | 4 | 5 | 6 | 7 | 8 | 9 | 10
Tb PYK inh | 2% | -11% | -3% | -2% | 6% | 0% | -3% | -3%&-4% | 1% | 3%
CHX counter | 0 | 4 | 22 | -1 | -3 | 27* | -2 | 25 | 1 | 29*
LmPK inh | -2% | 1% | -8% | 1% | 4% | 4% | 2% | 0% | 7% | -4%
Shiga inhibitor | -26 | 4 | 48* | -5 | -12 | 48 | -5 | 12 | -2 | 65*
Pf growth 48h | 20% | -9% | 19% | 10µM* | 11%[0.00184 µM] | 42% | 1% | 24% | . | 5%
HCV inhibitor | 29% | 17% | -8% | -11% | 22% | ? | -4% | 9% | 12% | ?
Pf growth 96h | ? | 50%[activator] | ? | ? | 33%[activator] | -13% | 9.3µM* | 12µM* | -4% | 36%[activator]

11) CCOC(=O)c1cnc(Nc2nc3ccccc3o2)nc1C
12) CCOC(=O)CSc1nnc(NC(=O)CN2CCN(C=O)CC2)s1
13) Cc1ccc(C(=O)NCC2CCCN2S(=O)(=O)c2cccs2)cc1C (stereo unspecified)
14) Cc1ccccc1-n1nc(-c2cccnc2)cc1C(=O)N/N=C/c1ccncc1
15) Cc1ccc(Cn2c(CN3CCOCC3)nc3c2c(=O)[nH]c(=O)n3C)cc1
16) O=C(Nc1cccc(Cl)c1)Nc1nc(-c2ccccc2)cs1
17) Cc1ccc(OCCCCn2c(CO)nc3ccccc32)cc1
18) CCOC(=O)C(=O)Nc1nc(-c2ccccc2)c(CC)s1
19) CCOC(=O)c1nnc(-c2ccccc2)nc1Oc1ccccc1Cl
20) CCN(Cc1ccccc1)C(=O)COC(=O)c1c(C)nsc1NC

screen / no. | 11 | 12 | 13 | 14 | 15 | 16 | 17 | 18 | 19 | 20
Tb PYK inh | ? | -1% | 0% | 1% | -12% | -9% | 3% | -2% | 1% | 2%
CHX counter | 36* | -3 | . | 1 | 0 | -1 | 9 | -3 | -1 | .
LmPK inh | 14µM* | 1% | . | -2% | 3% | 0% | 3% | -3% | 0% | .
Shiga inhibitor | 68* | 4 | . | -8 | -18 | 17 | 18 | -12 | -12 | .
Pf growth 48h | . | -19% | ? | 2% | 6% | 0% | -11% | . | ? | ?
HCV inhibitor | -9% | 14% | 4% | -8% | 9% | -20% | -13% | -1% | 6% | 11µM*
Pf growth 96h | 157%[activator] | -3% | ? | -3% | 32%[activator] | ? | ? | 26% | 23% | ?

21) Cc1cccc(C)c1NC(=O)CNC(=O)C1CC(=O)N(Cc2ccccc2)C1 (stereo unspecified)
22) COc1cccc(OCCCCN2CCCCC2)c1
23) Cc1ccc2sc(NNC(=O)C3=COCCO3)nc2c1C
24) CCOC(=O)N1CCN(Cc2nc3cc(NC(C)=O)ccc3n2C)CC1
25) CCn1c(SCCC#N)nnc1-c1ccncc1
26) CN(CC(=O)NCc1ccc(F)cc1)S(=O)(=O)c1ccc2c(c1)c(=O)n(C)c(=O)n2C
27) O=C(Nc1nncs1)c1cc(-c2ccncc2)nc2ccc(Cl)cc12
28) CCOc1ccccc1NC(=O)Nc1ccsc1C(=O)OC
29) CCCc1cc(=O)oc2cc(C)cc(OCC(=O)N3CCC(C(N)=O)CC3)c12
30) CC(C)Nc1nc(NC(C)C)nc(Oc2ccc(=O)n(C)n2)n1

screen / no. | 21 | 22 | 23 | 24 | 25 | 26 | 27 | 28 | 29 | 30
Tb PYK inh | -11% | -8% | -8% | -5% | 0% | 9% | -4% | -3% | 13% | 0%
CHX counter | . | -3 | 3 | -3 | -2 | -5 | -6 | 22* | 1 | 0
LmPK inh | . | -5% | 3% | -1% | -14% | 0% | -4% | -2% | -14% | 2%
Shiga inhibitor | . | 0 | 25 | -4 | -11 | -10 | -21 | 36* | -3 | 7
Pf growth 48h | 1% | 9% | -1% | 20% | 6% | -32% | 8% | 105%[activator] | 16% | -17%
HCV inhibitor | 14% | -21% | ? | 10% | ? | 5% | . | -13% | -4% | 8%
Pf growth 96h | 1% | . | 58%[activator] | -19% | -10% | -3% | ? | ? | 37%[activator] | 24%

31) CC1CCN(C(=O)c2[nH]cnc2C(=O)N[C@H](C)c2ccccc2)CC1
32) CN(CCC1CCOCC1)C(=O)CC1C(=O)NCCN1Cc1c(F)cccc1Cl (stereo unspecified)
33) Cc1ccccc1OCC(O)CNC1CCC(NCC(O)COc2ccccc2C)CC1 (stereo unspecified)
34) C=CCNc1nc(Cl)nc(Nc2ccc([N+](=O)[O-])cc2)n1
35) COc1cc2ccccc2cc1C(=O)NC(=S)Nc1ccc(C(=O)O)cc1
36) CCCOc1cc(CC(=O)NCc2ccco2)ccc1OC
37) COc1ccccc1N(CCC#N)C(=O)CSc1nc(-c2ccccc2)cn1N
38) CCOC(=O)c1c(NC(=O)c2c(Br)cnn2C)c(C#N)nn1-c1ccccc1
39) CCOCC(=O)Nc1cc(C(=O)Nc2cc(C)cc(C)c2)ccc1Cl
40) CCCCC1C2=C(CC(C)(C)CC2=O)OC2=C1C(=O)CC(C)(C)C2

screen / no. | 31 | 32 | 33 | 34 | 35 | 36 | 37 | 38 | 39 | 40
Tb PYK inh | -9% | -14% | 0% | 3% | 1% | -18% | 1% | 1% | . | -2%
CHX counter | . | -2 | -12 | -1 | 0 | -2 | -2 | 3 | 2 | -3
LmPK inh | . | -5% | 0% | -2% | 1% | 15% | 4% | 10% | 5% | 0%
Shiga inhibitor | . | -3 | -22 | -7 | 30 | -8 | 75* | -12 | 22 | -25
Pf growth 48h | 14% | -14% | 0.93µM* | 16% | -4% | -19% | ? | 0% | -15% | ?
HCV inhibitor | -6% | ? | ? | 5% | 7% | 6% | -3% | ? | . | -19%
Pf growth 96h | 10% | ? | 3.7µM* | 2.3µM* | 9% | . | ? | ? | 7% | 12µM*

Entries of single compounds, looked up by structure. Order of screens: Tb PYK inh	CHX counter	LmPK inh	Shiga inhibitor	Pf growth 48h	HCV inhibitor	Pf growth 96h
Results for `O=C(Nc1nncs1)c1cc(-c2ccncc2)nc2ccc(Cl)cc12` : -4%	-6	-4%	-21	8%	.	?
Results for `CCOC(=O)c1c(NC(=O)c2c(Br)cnn2C)c(C#N)nn1-c1ccccc1` : 1%	3	10%	-12	0%	?	?
Results for `CCOc1ccccc1NC(=O)Nc1ccsc1C(=O)OC` : -3%	22*	-2%	36*	105%[activator]	-13%	?
Results for `CCCc1cc(=O)oc2cc(C)cc(OCC(=O)N3CCC(C(N)=O)CC3)c12` : 13%	1	-14%	-3	16%	-4%	37%[activator]
Results for `Cc1ccc2sc(NNC(=O)C3=COCCO3)nc2c1C` : -8%	3	3%	25	-1%	?	58%[activator]

The results go on:
41) CCOc1ccc2oc(C(=O)OCC(=O)NC(=O)NC3CCCC3)c(C)c2c1
42) O=C(O)COc1ccccc1O
43) COC(=O)c1ccc(COC(=O)c2[nH]c(C)c(C(C)=O)c2C)o1
44) CC(C)NC(=S)N(CCc1ccncc1)C(C)C
45) Cn1c(=O)c2sccc2n2c(CCCC(=O)NCc3ccc4c(c3)OCO4)nnc12
46) CCCCC(C(=O)NC(C)(C)C)N(Cc1ccco1)C(=O)c1snc(C(N)=O)c1N (stereo unspecified)
47) O=C(COC(=O)/C=C/c1nc2ccccc2s1)Nc1cccc2ccccc12
48) Cc1cccc(-n2c(SCC(=O)O)nc3sc4c(c3c2=O)CCCC4)c1
49) COc1ccc(Br)cc1CNC(=O)C1CCCN(c2nc3ccccc3o2)C1 (stereo unspecified)
50) CCS(=O)(=O)N(CC(=O)Nc1cccc2ccccc12)c1ccc(OC)cc1

screen / no. | 41 | 42 | 43 | 44 | 45 | 46 | 47 | 48 | 49 | 50
Tb PYK inh | -1% | 3% | 9% | -3% | 0% | -5% | 1% | -3% | -3% | 6%
CHX counter | -2 | -3 | 13 | 0 | 3 | -2 | 3 | 0 | -5 | .
LmPK inh | 12% | -1% | 3% | 10% | 3% | 5% | -1% | 0% | 1% | .
Shiga inhibitor | 12 | 2 | 36 | -3 | -4 | -16 | 22 | -10 | -6 | .
Pf growth 48h | 7% | 12% | -9% | -4% | 6% | . | 1% | -8% | 4% | -12%
HCV inhibitor | 5% | 14% | 2.2µM* | 9% | 19% | -4% | 0% | 8% | 7% | 1%
Pf growth 96h | -24% | -2% | 12% | 1.3µM* | -11% | -78% | -13% | 33%[activator] | 5.9µM* | -8%

51) Cc1[nH]c2ccccc2c1CCN(Cc1cccs1)C(=S)NC(C)(C)C
52) CCc1nnc(NC(=O)Cc2ccc(OC)cc2)s1
53) CO/N=C/CC(=O)Nc1ccc(F)cc1F
54) CC1CC(=O)NN1C(=O)c1ccccc1 (stereo unspecified)
55) Cn1cccc1C(=O)NC1CCCCC1
56) CC(=O)Cc1nsc(NC(=O)c2csc3c2CCCC3)n1
57) C=CCOc1c(Br)cc(CNCCCN2CCOCC2)cc1OC
58) O=c1nc(Nc2cccc(Cl)c2)oc2cc(Cl)oc(=O)c12
59) Cc1ccc(S(=O)(=O)N(C)C)cc1NC(=O)COC(=O)c1c(C)noc1C

screen / no. | 51 | 52 | 53 | 54 | 55 | 56 | 57 | 58 | 59
Tb PYK inh | 1% | 0% | -3% | -21% | -8% | 1% | 0% | 4% | -1%
CHX counter | -1 | 7 | -3 | -3 | . | 17* | -2 | -1 | 8
LmPK inh | 10%[11.5 µM] | 4% | -4% | 4% | . | 0% | -2% | -6% | -6%
Shiga inhibitor | -13 | 9 | -6 | -10 | . | 37 | -15 | 4 | 9
Pf growth 48h | -11% | 8% | 11% | 11% | 34%[activator] | 34%[activator] | ? | 24% | -3%
HCV inhibitor | -6% | 2% | 3% | 2% | ? | ? | ? | 10% | 17%
Pf growth 96h | ? | . | -3% | 2% | 15% | . | -17% | 42%[activator] | 19%
